# High-throughput results as filed in PubChem.
# Yp Topo-I inh: Yersinia pestis topoisomerase I inhibitors, primary screen, biochemical, cleavage product accumulation, plate reader, single point; DNA topoisomerase I (Yersinia pestis CO92); Y. pestis Topo-I cleavage product accumulation; activity, % at 10 µM; actives 0.064% (n = 360,000); in the data active = activity above about 50%, passing the limit was not always enough; inconclusive = no clear call, values can overlap the other calls; note: inactives centre near 2
# 3CLpro inhibitor: SARS-CoV 3CLpro protease inhibitors, primary screen, biochemical, quenched FRET; AID 1706, 2009; Replicase polyprotein 1ab (Severe acute respiratory syndrome coronavirus), P0C6X7; recombinant SARS-CoV 3CLpro, quenched FRET peptide cleavage; inhibition, % at 6 µM; actives 0.14% (n = 290,000); in the data active = inhibition above about 12%
# BoNT-A LC inh2: BoNT/A light chain protease inhibitors, primary screen, biochemical, flow cytometry, MLPCN library | Botulinum neurotoxin type A light chain protease (Clostridium botulinum A str. ATCC 3502) | multiplex microsphere protease substrate cleavage | inhibition, % at 10 µM | actives 0.17% (n = 360,000) | AID 588499, 2011; note: plate controls were buffer without enzyme for full effect and enzyme alone for no effect
# BH1578 lux ind: inducers of Vibrio cholerae quorum light production without autoinducers, primary screen, BH1578 luxS cqsA deficient, single point | V. cholerae BH1578 lux reporter, luminescence, 6 h | activation, % at 18.7 µM | actives 0.16% (n = 350,000) | AID 588436, 2011; in the data active = activation mostly above about 9.7%, no sharp cut-off; inconclusive = no clear call, values can overlap the other calls; inactive = mostly below about 3.7%; note: not every result past the cut was called active; inactives centre near 0; reference of the scale not given here
# TcdB inh: TcdB glycohydrolase inhibitors, primary screen, biochemical, single point, plate reader; Toxin B (Clostridioides difficile), P18177; actives 0.24% (n = 350,000); AID 652162, 2013; inhibition, % at 9.99 µM; TcdB glycohydrolase enzymatic assay; in the data active = inhibition above about 10%
# Anthrax LF inh2: Bacillus anthracis LF protease inhibitors, primary screen, biochemical, multiplex microsphere, MLPCN library; Lethal factor (Bacillus anthracis), P15917; inhibition, % at 10 µM; multiplex microsphere protease cleavage assay; AID 588501, 2011; actives 0.12% (n = 360,000); note: plate controls were buffer without enzyme for full effect and enzyme alone for no effect
# PfHsp40 yeast: rescue of yeast from PfHsp40 toxicity, primary screen, S. cerevisiae, ATP luminescence; S. cerevisiae expressing PfHsp40, growth rescue; AID 504582, 2011; actives 0.68% (n = 340,000); growth rescue, % at 12.5 µM; in the data active = growth rescue above about 28%, passing the limit was not always enough; inconclusive = no clear call, values can overlap the other calls;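 note: yeast W303a lacking pdr1 and pdr3 grown in galactose medium; growth measured after three days at 30 °C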
# PrPC TRFRET: inhibitors of human cell surface prion protein PrPC, primary screen, cell-based, TR-FRET; Major prion protein (Homo sapiens), P04156; TR-FRET read-out; actives 0.43% (n = 370,000); inhibition, % at 13.8 µM; in the data active = inhibition above about 24%; note: 0% = median of the test wells and 100% = reference compound wells
# PriA SSB inh: inhibitors of Klebsiella pneumoniae PriA binding to SSB C-terminal tail, primary screen, biochemical, AlphaScreen; AlphaScreen SSBct-PriA binding, biotinylated peptide; inhibition, % at 33 µM; actives 0.6% (n = 430,000); PriA–SSB C-terminal tail interaction (Klebsiella pneumoniae); in the data active = inhibition mostly above about 37%, no sharp cut-off; inactive = mostly below about 20%;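 note: plate controls were negative control peptide for no effect and reference peptide for full effect; strong numbers were not always called active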
# * hit, by the source's call; i = inactive; ? = inconclusive; . = no result given. Cut-off read from the data, not from the text of the source, unless noted: active = inhibition above about 30%; inconclusive = no clear call, values can overlap the other calls; inactive = below that. A portion of the library; count on the stated rates, not on these rows.
SMILES,Yp Topo-I inh,3CLpro inhibitor,BoNT-A LC inh2,BH1578 lux ind,TcdB inh,Anthrax LF inh2,PfHsp40 yeast,PrPC TRFRET,PriA SSB inh
COc1ccc(CCn2c(C)cc3c(c2=O)C(c2ccc4c(c2)OCO4)C(C#N)=C(N)O3)cc1OC (stereo not given),34,3,0.4,-1.0,.,0,0.6,9,-9
CCN(CC)C(=O)[C@H]1C[C@H](CC(=O)NCCCN(C)C)C(=O)N2CCc3c([nH]c4cc(CCC(=O)N(C)C)ccc34)[C@]12C,-11,.,-0.4,-0.2,0.6,1,-1.7,-5,-4
COc1ccc(C(CNC(=O)c2ccc(-c3nc4ccccc4s3)o2)N2CCCC2)cc1 (stereo not given),10,.,-11,i,1.2,6,-1.2,-2,12
COCCCNC(=O)c1ccc(Cn2c(=O)c3ccccc3n(Cc3ccccc3C)c2=O)cc1,29,5,0.0,i,.,5,2.4,0,0
Cc1cc(C)cc(CSCC(=O)N/N=C/c2ccc(OCC(=O)NCc3ccco3)cc2)c1,1,-3,3.3,i,0.3,-4,-0.1,.,.
O=c1c(-c2n[nH]c(=S)o2)cccn1Cc1ccccc1,-5,4,-0.3,-0.6,0.9,1,0.0,-9,-2
COc1ccc(S(=O)(=O)N2CCN(C(=S)NC3CCCCC3)CC2)cc1,5,5,-0.6,i,1.4,-4,-0.6,8,-10
CCOCC(=O)Nc1c(C(=O)N2CCN(c3ncccn3)CC2)oc2ccccc12,-9,-1,-1.0,i,0.6,1,1.6,-3,4
O=C(Cn1nnc(-c2cccs2)n1)NCc1ccccc1,-4,2,0.5,-0.5,1.2,4,0.9,-7,-13
O=C(CN1C(=O)C2C3C=CC(C3)C2C1=O)NCCc1ccccc1Cl (stereo not given),-6,4,0.4,-5.0,.,2,-1.1,-1,1
Cc1cc(-c2ccc(C(C)C)c(S(=O)(=O)NCCN3CCC(C)CC3)c2)on1,6,-7,1.0,0.0,-0.3,0,-0.8,1,8
O=C1CN(C(=O)CNC(=O)c2ccccc2Cl)c2ccccc2N1,-12,1,0.4,-0.3,-1.3,0,-0.8,-8,-1
OC(c1ccccc1)c1ncc(-c2ccc(Oc3ccccc3)cc2)[nH]1 (stereo not given),-2,.,0.0,i,0.1,-1,.,-1,.
O=C1c2ccccc2C(=O)N1CCCc1c[nH]c2ccc(Cl)cc12,-7,-1,-0.4,-0.7,.,-4,3.7,-15,-8
Cc1ccc(C(=O)CCC(=O)Nc2ncccc2O)cc1,-6,.,-1.4,i,0.1,-2,0.6,-7,3
O=C(COC(=O)CCc1ccc(S(=O)(=O)N2CCOCC2)cc1)NC(=O)NC1CCCCC1,4,-4,0.4,i,1.9,2,-0.2,-2,1
CC(=O)Nc1sc(C)c(C)c1C(=O)OCC(=O)Nc1ccc(S(N)(=O)=O)cc1,1,.,-1.3,5.6,-1.0,-20,0.0,1,-10
O=C(CO/N=C/c1ccccc1O)NNC(=O)c1ccccc1Cl,-4,2,-0.4,-0.3,.,-1,1.9,-4,.
Cc1ccc(OCc2nnc(SC(C)C(=O)O)n2Cc2ccccc2)cc1 (stereo not given),9,7,-0.3,-0.2,-1.3,12,-0.4,-1,2
Cc1nnc(SCc2cccc([N+](=O)[O-])c2)[nH]c1=O,8,0,-0.9,-0.1,0.5,-1,0.8,-16,10

# Among those listed so far, three have a furan ring, fused or not.
SMILES,Yp Topo-I inh,3CLpro inhibitor,BoNT-A LC inh2,BH1578 lux ind,TcdB inh,Anthrax LF inh2,PfHsp40 yeast,PrPC TRFRET,PriA SSB inh
COc1ccc(C(CNC(=O)c2ccc(-c3nc4ccccc4s3)o2)N2CCCC2)cc1 (stereo not given),10,.,-11,i,1.2,6,-1.2,-2,12
Cc1cc(C)cc(CSCC(=O)N/N=C/c2ccc(OCC(=O)NCc3ccco3)cc2)c1,1,-3,3.3,i,0.3,-4,-0.1,.,.
CCOCC(=O)Nc1c(C(=O)N2CCN(c3ncccn3)CC2)oc2ccccc12,-9,-1,-1.0,i,0.6,1,1.6,-3,4

# The main list resumes, repeating the 2 entries before the break.
SMILES,Yp Topo-I inh,3CLpro inhibitor,BoNT-A LC inh2,BH1578 lux ind,TcdB inh,Anthrax LF inh2,PfHsp40 yeast,PrPC TRFRET,PriA SSB inh
Cc1ccc(OCc2nnc(SC(C)C(=O)O)n2Cc2ccccc2)cc1 (stereo not given),9,7,-0.3,-0.2,-1.3,12,-0.4,-1,2
Cc1nnc(SCc2cccc([N+](=O)[O-])c2)[nH]c1=O,8,0,-0.9,-0.1,0.5,-1,0.8,-16,10
O=C(O)c1ccc(NC(=O)c2ccc3c(c2)C(=O)N(c2ccccc2)C3=O)cc1,0,-5,0.1,-1.2,0.0,0,.,-2,0
O=C(Nc1cccc(-c2cscn2)c1)C1CCN(Cc2ccc(CO)o2)CC1,-1,0,-2.6,-1.5,2.6,-2,-0.5,2,-2
Cc1ccc2c(c1)[nH]c1c(=O)n(Cc3ccccn3)cnc12,6,5,0.3,-0.4,.,-2,2.3,-10,-10
O=C(C[n+]1ccc(Cc2ccccc2)cc1)Nc1ccc([N+](=O)[O-])cc1Cl,-9,-3,-0.3,-0.1,1.7,-5,1.1,-16,5
O=C(Nc1nnc([C@H]2C[C@H](O)[C@@H](CO)O2)s1)Nc1ccc(F)cc1F,-4,.,-0.5,-0.4,1.0,-10,.,0,.
CCCCn1c(SC(C)C(=O)NCC2CCCO2)nc2cc(C(=O)OC)ccc2c1=O (stereo not given),3,.,-5.1,0.6,-4.3,0,-0.1,9,-9
CCN(CCn1cccn1)C(=O)CC1C(=O)NCCN1Cc1ccc(F)cc1 (stereo not given),-3,-4,-0.8,-0.2,-0.1,-2,0.0,-2,-6
CC(=O)Nc1nnc(Cc2c[nH]c3ccccc23)s1,6,4,0.2,2.8,2.6,-4,-0.6,12,2
COc1ccccc1-c1cn[nH]c(=S)n1,0,6,0.0,-0.4,.,-1,1.1,2,-7
Cc1cccc(NC(=O)CSc2nc3nc4c(cc3c(=O)n2-c2ccccc2)CCCC4)c1,3,4,1.6,-0.3,.,0,-1.4,-1,-15
COc1ccc(NC2CCCN(C(=O)CCN3CCCC3=O)C2)cc1 (stereo not given),2,0,1.8,-0.2,-0.6,3,-0.2,1,-2
Cc1cc(C)nc(SC(C)CNS(=O)(=O)c2ccccc2)n1 (stereo not given),-1,2,0.3,1.4,2.0,-2,-0.1,-7,-13
COc1ccc(CC(=O)OCC(=O)N(C)C2CCS(=O)(=O)C2)cc1OC (stereo not given),1,.,0.4,-1.0,1.6,0,-0.3,3,-9
CC1CCN(C(=O)COC(=O)Cn2cnc3ccccc32)CC1,-5,.,0.4,-1.7,-9.7,1,-0.9,4,-10
Cc1nn(-c2ccccc2)c(C)c1C(=O)NCc1ccc(F)cc1,-3,-6,0.4,i,.,-4,-0.4,2,8
CC(=O)Nc1ccc(S(=O)(=O)NC2(C(F)(F)F)NC(=O)N(c3ccccc3F)C2=O)cc1 (stereo not given),6,0,-0.3,-0.4,-0.1,0,-0.4,-1,5
CCOC(=O)CC(=O)NC(C)(C)CCCCC(C)(C)NC(=O)CC(=O)OCC,-11,1,1.8,-0.6,-6.8,-1,-0.5,5,-17
CCOc1ccc(NC(=O)CSc2nc3c(c(=O)n2C)SC(C)C3)cc1 (stereo not given),5,8,-0.3,-0.2,0.5,-3,0.0,3,-9
Nc1ccc(O)c([N+](=O)[O-])c1,2,.,-0.7,-0.4,-0.6,-10,-0.8,-7,0
COc1ccc2c(c1)NP(=S)(c1ccccc1)N2C (stereo not given),0,.,-0.3,i,-6.9,1,-0.8,-15,28
COc1ccc(-c2nnc(N3CCC(C)CC3)c3ccccc23)cc1,3,5,?,-0.5,.,?,-0.3,0,-4
Cc1ccc(C(=O)N/N=C\c2cc(Br)c(Br)o2)cn1,0,1,.,-0.4,-0.8,.,.,-9,.
CN(C)CCN(C(=O)C1=COCCO1)c1nc2ccc(F)cc2s1,-9,-3,2.8,-1.7,1.9,1,-0.4,2,-9
COc1ccc(C(=O)OCC(=O)NCC2CCCCC2)cc1F,-4,.,.,-0.3,2.1,.,-0.6,-3,-1
O=S(=O)(c1ccc(N2CCN(S(=O)(=O)c3ccc4c(c3)OCCO4)CC2)nc1)N1CCCC1,36,4,1.4,i,.,1,-1.0,7,-23
Cc1ccccc1Nc1nc(CSc2nnc(-c3ccoc3C)n2C)cs1,4,1,2.5,.,.,-6,-0.8,3,1
Cc1ccc(C(NC(=O)N2CCOCC2)=C(Cl)Cl)cc1F,3,-1,-0.4,i,.,2,-1.6,4,-4
O=C(NCC(c1cccnc1)N1CCN(c2ccccc2)CC1)c1ccc2c(c1)OCO2 (stereo not given),11,-7,0.1,-0.2,.,-4,-0.5,3,-1
C[C@@H](C(=O)NCc1c(F)cccc1Cl)N1C(=O)N2CCc3c([nH]c4ccccc34)[C@@]2(C)C1=O,23,-2,-0.2,-0.7,0.6,-8,4.1,10,14
COCC(=O)N(C)[C@H]1C[C@H]2c3cc(Oc4ccccc4C)ccc3CCN2C(=O)[C@H]1[C@H](C)O,28,.,-0.1,i,1.5,-3,0.5,-4,-3
COc1cc2nc(CSc3ncn[nH]3)[nH]c(=O)c2cc1OC,5,-1,-1.1,i,1.1,5,0.4,8,-13
Cc1cc(C)c(NC(=O)C2CCN(c3cnccn3)CC2)c(C)c1,1,-3,1.0,i,.,-6,-0.2,2,-13
CC(=O)c1ccc(NC(=O)CSc2nc(N)c3cc4c(nc3n2)CCCC4)cc1,-1,-6,-0.2,-0.6,0.5,0,0.6,8,5
NC(=O)c1ccc(-n2nnnc2Oc2ccccc2)cc1,0,0,0.0,-4.0,-0.2,-10,0.2,2,-6
CC(=O)C[C@@H](O)CC(=O)[C@@H]1OC(=O)CCCCCCc2ccccc21,5,.,0.3,0.3,0.5,5,0.2,-4,-11
COc1cc([N+](=O)[O-])ccc1NC(=O)N1CCCCCC1,6,2,-0.8,-1.7,-0.5,1,0.4,-6,-1
CN1CCC(N(C)C(=O)COc2ccccc2-c2ccccc2)CC1,-7,-2,-1.4,-0.3,.,-14,1.3,2,-1
O=C1[C@@H]2Cc3c([nH]c4ccccc34)C(c3ccccc3)N2C(=O)CN1C1CCN(Cc2ccccc2)CC1 (stereo not given in full),-12,1,-2.5,-0.6,1.0,7,-1.7,0,22
COC(=O)CCN(C(=O)c1ccc(OC(C)=O)cc1)c1ccccn1,-6,2,-0.2,6.2,.,0,0.1,-1,-1
COc1ccc(C(=O)NCCNC(=O)c2ccc(C)nc2)cc1,3,-1,0.4,i,0.7,-10,-0.2,1,-3
Fc1ccc(NC(=S)NNc2ncc(C(F)(F)F)cc2Cl)c(F)c1,-10,0,-0.8,-0.4,-1.0,0,-0.3,6,-7
COc1cc(NC(=O)CSc2nc3c(c(=O)[nH]2)CCCC3)cc(OC)c1OC,-6,1,-2.2,-0.3,1.0,-5,9.1,12,-17
COc1cccc(C2CC(c3ccc(C)cc3)Nc3nc(N)nn32)c1 (stereo not given),-10,4,-0.1,-0.9,0.1,0,-0.5,-1,-4
CC(C)(C)OC(=O)[C@H](Cc1ccccc1)NC(=O)c1nc[nH]c1C(=O)N[C@@H](CCCCN)C(=O)OC(C)(C)C,1,.,-1.3,i,2.0,1,-0.4,0,29
O=C(CC(c1ccccc1)c1cc(Cl)ccc1O)N1CCCC1 (stereo not given),17,5,1.1,-0.6,1.2,-4,-2.1,-1,-4
